MCF10A rereplic: DNA re-replication induction in MCF 10a cells. Potency, µM (series often up to 46.1 µM), for the others: top-dose activity, positive = re-replication, hits mostly activators. MCF 10A DNA re-replication, Hoechst nuclear intensity, 48 h. AID 624296. 350,000 compounds, 2.9% hits; also: potency is read from the fitted curve at half-maximal effect; % of control where 0% means no effect; nearly all actives have a fitted effect of over 50% in size
IL1B secr inh: blocks inflammasome-driven IL-1 beta release; THP-1 LPS/ATP IL-1B secretion, AlphaLISA, 16 h; hits give low values; activity change, % at 57.5 µM; 360,000 compounds, 4.7% hits; in the data active = activity change below about -50%; inconclusive = mostly about -30% to -49%; also: % is scaled to controls: 0 for no effect and ±100 for the full control effect
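THP-1 cells pretreated 1 hr with compounds (up to 57.5 uM final), then stimulated with LPS (250 ng/mL final) plus ATP (1.25 mM final); secreted IL-1B measured by AlphaLISA after 16 hr, decreased signal indicating inhibition.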
Nrf2 activator: activators of Nrf2 (ARE) signaling; AREc32 ARE-luciferase reporter (MCF7-derived line), luminescence, 24 h; Potency, µM (top dose mostly 46.1 µM), for the others: top-dose activation, most hits filed as activators; 410,000 compounds, 0.31% hits; also: potency is read from the fitted curve at half-maximal effect; % of control where 0% means no effect; nearly all actives have a fitted effect of over 65% in size
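AREc32 cells carrying an ARE-driven firefly luciferase reporter were seeded at 1000 cells/well in OPTI-MEM with 5% FBS, then exposed to compound for 24 hr at 37 deg C. Luminescence was read with Steady-Glo after 30 min at RT.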
TGFb SMAD3 inh: inhibitors of TGF-b signaling. HepG2 CAGA-GFP TGF-b/SMAD3 reporter, GFP fluorescence, 18 h; TGF-beta stimulated, 500 pg/mL final. Potency, µM (series often up to 46.1 µM), inactives show top-dose activity, negative = inhibition, hits mostly inhibitors. 410,000 compounds, 1.2% hits. AID 588855; also: potency is read from the fitted curve at half-maximal effect; % is scaled to controls: 0 for no effect and ±100 for the full control effect; nearly all actives have a fitted effect of over 65% in size
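HEPG2 CAGA-GFP cells (1000/well, DMEM with 1% FBS) were pre-incubated 2 h at 37 degrees C, given compound by pin tool, then stimulated with TGF-beta at 500 pg/mL final for 18 h before per-cell GFP fluorescence imaging.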
A549 tox: A549 cytotoxicity, counter-screen for Nrf2 inhibitors | 390,000 compounds, 0.16% hits | A549 ARE-Fluc cells, CellTiter-Fluor viability, 18-24 h | AID 504648 | Potency, µM (titrated, usually from 46 µM), for inactives: at the highest dose activity change, negative = cytotoxicity, usual class: inhibitors; also: potency is read from the fitted curve at half-maximal effect; % is scaled to controls: 0 for no effect and ±100 for the full control effect
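Cytotoxicity counterscreen: CellTiter-Fluor fluorescence was measured in A549 ARE_Fluc cells after 18-24 h of compound exposure in a concentration series. The subsequent BugLite luminescent read reports ARE-luciferase activity.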
S2 tox: viability counter-screen for ATXN expression inhibitors; 400,000 compounds, 0.49% hits; S2 cells (HEK-293 line with an ATXN2-luciferase reporter) viability, CellTiter-Fluor protease fluorescence, 24 h; Potency, µM (titrated, usually from 56.7 µM), hits mostly cytotoxic; also: potency is read from the fitted curve at half-maximal effect; nearly all actives have a fitted effect of over 40% in size
ATXN2 expr inh: reduces ATXN2 reporter expression in HEK-293 cells | 360,000 compounds, 0.72% hits | AID 1745845 | Potency, µM (top dose mostly 57 µM), without a hit: top-dose activity change, negative = inhibition, actives largely listed as inhibitors | HEK-293 ATXN2-luciferase reporter, luminescence, 24 h; also: potency is read from the fitted curve at half-maximal effect; % is scaled to controls: 0 for no effect and ±100 for the full control effect; nearly all actives have a fitted effect of over 55% in size
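qHTS (up to 57 uM final) was run with 24 h compound exposure of reporter cells at 37 °C. Each well was multiplexed: SteadyGlo luminescence measured ATXN2-luciferase expression after a fluorogenic Gly-Phe-AFC viability readout (25 uM final).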
Nrf2 block: blocks Nrf2 signaling. A549 ARE-Fluc reporter, luciferase luminescence, 18-24 h. Potency, µM (highest dose often 46 µM), for inactives: at the top dose activity change, negative = inhibition, hits mostly inhibitors. 360,000 compounds, 2.1% hits; also: potency is read from the fitted curve at half-maximal effect; % is scaled to controls: 0 for no effect and ±100 for the full control effect; nearly all actives have a fitted effect of over 60% in size
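In this cell-based qHTS, ARE-driven firefly luciferase in A549 cells reports Nrf2 activity; the luminescent signal after BugLite lysis is the measured value, with a prior CellTiter-Fluor read for cell health.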
HepG2 viability: kills HepG2 cells in TGF-b inhibitor counter-screen. HepG2 CAGA-GFP viability, ATP luminescence, 18 h. Potency, µM (top dose mostly 46.1 µM), inactives show top-dose activity change, negative = cytotoxicity, hits mostly cytotoxic. 410,000 compounds, 0.76% hits. AID 588856; also: potency is read from the fitted curve at half-maximal effect; some results filed as inactive show a strong effect at the top dose
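HepG2 CAGA-GFP cells (1000/well, DMEM with 1% FBS) received compound, then TGF-beta at 500 pg/mL final, and were incubated 18 hours at 37 degrees C. Viability was read by CellTiter-Glo luminescence. Media-only wells were set as complete cell-killing and DMSO as no toxicity.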
Starred values were filed as active, the others as inactive; i = inactive; ? = inconclusive; . = not tested or not shown; [ ] = dose if it differs, or a comment. Unless noted, calls follow the shape of the dose curve; as a rule, active = well fitted curve in the direction sought with a large enough effect; inconclusive = small, poorly fitted or top-dose-only effect, or another doubt; inactive = no such curve, though single readings can be large; an effect the other way counts as inactive or inconclusive. Rows were taken by chance. About 8.8% of those tested had a hit in this group.

canonical_smiles,MCF10A rereplic,IL1B secr inh,Nrf2 activator,TGFb SMAD3 inh,A549 tox,S2 tox,ATXN2 expr inh,Nrf2 block,HepG2 viability
Cc1ccc(C(=O)N/C(=C\c2sccc2C)C(=O)NCc2ccco2)cc1,1.2%,-4.4,-0.3%,28.8%,-11.6%,i,-3.3%,4.5%,-21.8%
CCc1cccc(OCCOC(=O)CNS(=O)(=O)c2ccc(NC(C)=O)cc2)c1,-0.7%,-0.6,-0.5%,11.6%,-3.1%,i,-2.3%,0.7%,-50.9%
COc1cc(/C=C2/S/C(=N/S(=O)(=O)Cc3ccccc3)NC2=O)c([N+](=O)[O-])cc1OC,12.8%,-0.4,5.8%,-23.1%,?,i,1.2%,-7.4%,7.2%
CCCn1c(SC(C)C(=O)NC2CCCC2)n[nH]c1=O (stereo not given),2.0%,-4.0,0.2%,6.1%,-11.5%,i,-4.1%,-0.6%,0.0%
CCCCC(=O)N1C/C=C\C(c2ccc(OC)cc2)N(Cc2ccc(F)cc2)C(=O)C1 (stereo not given),-1.5%,11.6,4.8%,-13.7%,0.2%,i,0.0%,3.4%,0.6%
CCN(C(=O)COC(=O)C1CCN(S(=O)(=O)c2ccc(C)c(C)c2)CC1)C1CCCCC1,?,19.6,-0.6%,-5.8%,-2.4%,i,9.4%,7.3%,1.2%
COc1ccc(/C=C2/CSC/C(=C/c3ccc(OC)c(OC)c3)C2=O)cc1OC,?,-116.8*,22.3%,6.31µM*,?,3.98µM*,5.62µM*,5.17µM*,-2.8%
Cn1nc(-c2ccccc2)c2cc([N+](=O)[O-])ccc21,0.5%,-13.7,3.6%[9.22 µM],1.9%,1.6%,i,-9.8%,?,-0.9%
CC(C)=CCc1ccc(O)c(=O)cc1C(C)C,20.6µM*,1.9,4.1%,-21.4%,-2.4%,?,?,?,8.9%
CCCc1nc2c(sc3nc4c(cc32)COC(C)(C)C4)c(=O)n1CCN(CC)CC,?,6.9,-0.5%,-4.4%,0.6%,?,2.6%,7.1%,-76.7%
C[C@H]1CN([C@@H](C)CO)C(=O)CCCn2cc(nn2)CO[C@@H]1CN(C)C(=O)Nc1ccccc1F,.,22.0,-0.1%,14.6%,.,i,-7.8%,.,-1.0%
CN(C)C(CNC(=O)c1ccc(NC(=O)CC#N)cc1)c1ccccc1 (stereo not given),4.4%,-1.4,-0.2%,2.8%,1.9%,i,16.1%,7.7%,-15.7%
O=S(=O)(Nc1ccc(-n2cccc2)cc1)c1ccccc1,17.7%,0.7,-0.3%,-5.6%,-1.5%,i,?,-19.1%,-27.8%
COc1cccc(C(=O)NNC(=O)c2ccccc2)c1,.,14.0,1.1%,-4.4%,-7.1%,i,.,?,-4.6%
N#CCCCn1c(=O)oc2ccccc21,-13.0%,-4.4,-1.7%,-6.3%,1.6%,i,-29.3%[11.3 µM],0.7%,-3.7%
COc1ccc(C(=O)NC(CCSC)C(=O)NC2CC2)cc1 (stereo not given),-3.2%,14.9,-0.5%,10.5%,-6.0%,i,-2.7%,15.5%,6.4%
COc1ccc(/C=C/C(=O)Oc2ccc(C)c(C)c2)cc1OC,-1.5%,-4.8,5.6%,0.7%,4.1%,i,16.4%[11.3 µM],16.8%,15.7%
Cc1c(C(=O)C(=O)N2c3ccc(F)cc3CCC2C)c2ccccc2n1C (stereo not given),2.59µM*,27.2,0.1%,?,-13.5%,?,-15.6%,6.2%,11.4%
CCN(CC)CC(=O)NC12CC3CC(CC(C3)C1)C2,2.4%,-8.7,-0.7%,-3.2%,-1.8%,i,-5.7%,2.5%,1.0%
CCCCC(=O)N(C)c1c(CC)nc2c(OCCC)cccn12,.,17.4,-0.4%,11.5%,.,i,6.0%,.,1.1%
COc1cc(N2CCCC2)ccc1[N+](=O)[O-],-3.0%,-9.3,0.7%,-2.2%,?,?,10.2%,-5.0%,-1.1%
Cc1ccccc1Cn1c(=N)n(CC(=O)c2ccc([N+](=O)[O-])cc2)c2ccccc21,?,.,-0.3%[9.22 µM],20.3%,7.1%,?,?,-5.2%,-48.1%
O=C1c2ccccc2C(c2nnnn2Cc2ccccc2)N1CCc1ccccc1F (stereo not given),.,63.2,5.7%,.,.,?,15.0%,.,.
COc1cc(/C=C/C(=O)OCC(=O)Nc2ccc(S(=O)(=O)N3CCCC3)cc2)ccc1O,?,-7.2,2.3%[9.22 µM],-0.8%,3.6%,i,13.2%,?,0.1%
CC(C)NC(=O)C1(C)CCCCN1Cc1cccc(C(F)(F)F)c1 (stereo not given),.,12.4,-0.7%,-17.2%,.,i,-3.4%,.,-50.8%
O=C(Cn1nnc2ccccc2c1=O)Nc1ccc2c(c1)CCC2,0.0%,14.7,3.4%,-0.6%,2.3%,i,64.9%[activator],?,-5.3%
COc1ccc(C(=O)Nc2nccs2)cc1[N+](=O)[O-],-2.5%,-1.2,4.5%,-5.6%,4.5%,i,.,11.0%,-34.6%
Fc1ccc(-c2noc3ncnc(Nc4ccc(F)cc4F)c23)cc1,.,.,2.6%,-10.6%,5.2%,i,10.9%,.,-3.4%
C=CCN1c2ccccc2[C@]23C[C@@H](C(=O)OC)N=C2NC(C(=O)OC)=C(C(=O)OC)[C@H]13,20.4%,10.4,0.6%,11.8%,1.6%,i,2.5%,4.0%,2.4%
CCCS(=O)(=O)N1CCN(Cc2ccc3c(c2)c2ccccc2n3CC)CC1,13µM*,?,5.0%,-5.3%,-0.3%,i,?,-16.3%,2.2%
COc1cccc(C(=O)N2CCn3c2nc2ccccc23)c1,?,0.0,0.8%,3.7%,0.8%,i,28.6%,1.2%,-7.5%
Cc1nnc(NC(=O)CC(C)c2ccccc2)s1 (stereo not given),1.1%,0.0,1.0%,-2.4%,-0.9%,i,21.3%,4.3%,6.7%
Cc1ccc2c(CC(=O)NC3CCS(=O)(=O)C3)coc2c1C (stereo not given),5.2%,18.7,0.5%,-3.2%,-7.0%,i,.,0.2%,7.4%
COc1cccc(NC(=O)CN2C(=O)CC(c3ccco3)Sc3ccccc32)c1 (stereo not given),.,.,5.6%,-12.3%,6.5%,?,-0.7%,-6.4%,-28.0%
CCc1nc2c(C#N)c(-c3ccc(Cl)cc3)ccn2n1,1.2%,-2.0,-0.2%,19.0%,-4.5%,i,1.2%,0.8%,0.7%
Cn1c(=O)c2cc(NC(=O)CCc3ccc(O)cc3)ccc2n1Cc1cccc(C(F)(F)F)c1,.,0.0,0.1%,5.1%,.,?,?,.,3.0%
CC(=O)c1cccc(-c2ccnc3c2CC(C(=O)NCc2ccc(N4CCN(C)CC4)cc2)O3)c1 (stereo not given),.,-11.8,0.0%[9.22 µM],7.0%,.,i,6.6%,.,-6.9%
Cc1ccc(NC(=S)N2CCN(c3ccccc3F)CC2)c(C)c1,-0.2%,13.3,0.3%,-1.8%,1.0%,i,-6.3%,2.5%,-0.8%
Oc1c(Cl)cc(CN2CCOCC2)c2cccnc12,11.6µM*,95.0,8.3%,2.51µM*,?,?,.,?,-49.1%
Cc1cccc(N(Cc2cc3ccccc3[nH]c2=O)C(=O)c2cccs2)c1,?,?,2.1%,-16.5%,1.8%,i,-0.9%,0.8%,-23.1%
CCCC(C)(C)NC(=O)CCCCC(=O)NC(C)(C)CCC,5.6%,10.3,-0.1%,14.1%,-0.1%,i,-11.2%,4.9%,-15.4%
COc1ccccc1N(CC(=O)N1CCN(Cc2ccccc2)CC1)S(=O)(=O)c1ccccc1,.,0.5,-0.9%,-17.9%,.,?,.,.,-0.9%
O=C(NC(=S)Nc1ccc(Cc2ccncc2)cc1)c1ccccc1,?,0.0,3.1%,0.0%,1.8%,i,1.2%,-13.0%,-13.5%
CC(C)OC(=O)c1cc(NC(=S)Nc2ccc([N+](=O)[O-])cc2)cc(C(=O)OC(C)C)c1,?,-101.5*,2.8%,-6.1%,?,.,?,16.4µM*,-10.9%
COc1ccc(NC(=O)C(CC(C)C)NS(=O)(=O)c2ccc3c(c2)oc(=O)n3C)cc1Cl (stereo not given),.,.,-0.3%,-31.8%,2.3%,i,-29.5%,0.3%,-8.5%
COc1ccccc1NC(=O)CSc1ccc(-c2sc(C)nc2C)nn1,.,.,5.9%,0.0%,-0.3%,.,.,.,-25.2%
CCc1cccc(C)c1NS(=O)(=O)c1ccc2c(c1)CC(C)N2C(=O)C1CC1 (stereo not given),.,.,-0.8%,?,0.2%,?,-22.7%,?,-29.4%
O=C(O)C(NS(=O)(=O)c1ccccc1)C(O)c1ccccc1 (stereo not given),8.0%,6.4,-0.2%,-0.1%,-1.6%,i,17.1%,-13.2%,-2.6%
CCOc1ccccc1NC(=O)CCC(=O)Nc1ccccc1OCC,-3.6%,26.6,-0.5%,1.6%,-15.2%,i,-18.0%,-26.9%,-18.0%
COC(=O)C1=C(C)n2cnnc2NC1c1ccc(Cl)cc1 (stereo not given),1.4%,2.2,-0.6%,1.9%,1.9%,i,-3.9%,-8.0%,-2.4%

Look-ups from the list.
A549 tox, `COc1ccccc1NC(=O)CSc1ccc(-c2sc(C)nc2C)nn1` = -0.3%
A549 tox, `COC(=O)C1=C(C)n2cnnc2NC1c1ccc(Cl)cc1` (stereo not given) = 1.9%

Assay outcomes deposited in PubChem BioAssay by National Center for Advancing Translational Sciences (NCATS).
